Compound activity deposited in PubChem BioAssay by Sanford-Burnham Center for Chemical Genomics.
H9c2 TAG inh: reduces triacylglycerol accumulation in H9c2 cells; AID 651582; hit rate 0.66% among 230,000; inhibition, % at 12.5 µM; Nile Red lipid (TAG) fluorescence; cells loaded with 200 µM oleic acid;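 active = pattern-corrected inhibition of lipid staining of at least 50% with the nuclear-stain viability signal not falling by more than 50%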;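 also: 0% = DMSO wells and 100% = triacsin C control wells; some results filed as inactive read as strong as hits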
H9c2 TAG inh DAPI viability: also measured in H9c2 TAG inh; calls as there; DAPI nuclei signal change (viability), lower = more cytotoxic, %;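 whole-well DAPI fluorescence read on a plate reader as a viability signal; minus 50 percent equals half of cells still viable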
* marks the source's active call; other numbers are inactive results. An excerpt (hit frequency here may not be typical).

SMILES | H9c2 TAG inh | H9c2 TAG inh DAPI viability
CC(C)(C)N1C(=O)[C@H]2[C@@H](c3ccc(Br)cc3)N3C(=O)N(c4cccc(Cl)c4)C(=O)[C@@]3(C)[C@H]2C1=O | -20 | -6
COc1ccc(NC(=O)C/C(C)=N/NC(=O)C(=O)NC2CCCCC2)c(OC)c1 | -13 | 1
O=C(CSc1nccc(=O)[nH]1)Nc1ccc(Oc2ccccc2)cc1 | 3 | -5
CCOC(=O)N1CCC(NC(=O)c2ccc(OC)c(CN3CC(=O)N4CCCC4C3=O)c2)CC1 (stereo unspecified) | -5 | -1
CC(=O)c1cccc(N2Cc3ccccc3C2=NC(=O)CCl)c1 | 17 | -2
CCO/C(C)=C1\N=C(c2ccc(Cl)cc2)OC1=O | 2 | 4
O=C(O)c1ccc(Cn2cnc3c(=O)[nH]cnc32)cc1 | -8 | 3
C=CCc1c(C)nc2c(C)cccc2c1SC(=N)N | -6 | 11
CN(c1ccccc1)c1ncnc2c1ncn2C | 5 | 4
C=CCn1c(COc2ccc(Cl)cc2)nnc1SCC(=O)c1c(N)n(C)c(=O)n(C)c1=O | 11 | -7
O=C1c2ccccc2CN2C(=O)c3ccccc3CN12 | 20 | 10
NNC(=O)c1csc(CS(=O)(=O)c2ccc(Cl)cc2)n1 | 2 | 1
NC(=O)c1ccccc1N1CCCCC1 | -7 | 2
CC1CC(C)(C)NC(=S)N1CCCC(=O)Nc1ccc2c(c1)OCCO2 (stereo unspecified) | 5 | 0
CC(C)(C)C(=O)Oc1cc(N)n(S(=O)(=O)c2ccc(F)cc2)n1 | -7 | 9
NC(=O)c1ccc(N2CCN(S(=O)(=O)c3ccccc3)CC2)c([N+](=O)[O-])c1 | -31 | -11
COn1c(C)c(C)c2c3nonc3ccc21 | 10 | 8
CCOc1cc(N2CCOCC2)c(OCC)cc1NC(=O)c1ccc(S(C)(=O)=O)cc1 | 18 | -12
O=C(CN1CCN(C(=O)c2ccccc2)CC1)Nc1ncc(Br)cc1Br | 10 | -1
CN(C)c1ccc(C(C(=O)NC(C)(C)C)N(C(=O)c2csnn2)C2CC2)cc1 (stereo unspecified) | 2 | 0
COc1ccc(NC(=O)CSCC(=O)Nc2cccc3ncccc23)cc1 | 9 | -2
O=C(Nc1ccccc1)Nc1n[nH]c2nnc(-c3ccccc3)c(-c3ccccc3)c12 | -37 | -7
O=C(CN1C(=O)NC2(CCCC2)C1=O)N1CCN(S(=O)(=O)c2cccc(C(F)(F)F)c2)CC1 | 8 | -2
O=C(NCCO)c1cc2ccccc2c(=O)s1 | -29 | 1
CN1CCN(C(=O)CC2(CC(=O)O)CCCC2)CC1 | -13 | -5
C#CCOCCOCCOCCNc1nc(N2CCN(C(=O)[C@H](CCCCN)n3cc(CN)nn3)CC2)nc(N2CCN(C(=O)[C@H](CCCCN)n3cc(CN)nn3)CC2)n1 | -21 | 11
Cc1ccc(S(=O)(=O)NC2CC(C)(C)NC(C)(C)C2)c(C)c1C | 6 | -1
CSCCNC(=O)c1ccc(OC2CCN(CCc3ccccc3)CC2)cc1 | -1 | 1
O=C(NC(c1ccccc1)c1ccccc1)c1ccc(S(=O)(=O)C(F)F)cc1 | -44 | -9
Cc1cc2c(cc1C)C(c1cc(Br)ccc1F)CC(=O)N2 (stereo unspecified) | 2 | -8
CN(C)S(=O)(=O)c1ccc2oc(SCC(=O)Nc3ccccc3F)nc2c1 | -16 | 7
CCSc1nc(C)cc(C)c1S(=O)(=O)c1ccccc1C | -50 | -2
Cc1cc(C)c(C(=O)CC(=O)c2cccnc2)c(C)c1 | 10 | -33
CN1CCN(C2Cc3ccccc3Sc3ccc(Cl)cc32)CC1 (stereo unspecified) | -16 | 18
CC1CC(C)CN(C(=O)COC(=O)/C=C/c2cccc([N+](=O)[O-])c2)C1 (stereo unspecified) | 12 | 2
O=C(CNCc1ccc(F)cc1)Nc1cc(S(=O)(=O)N2CCOCC2)ccc1Cl | -13 | -6
O=C(CCSCCc1ccccn1)Nc1ccc(Cc2ccncc2)cc1 | -4 | 7
COc1cccc(CNC(=O)CCC2CCCN(C(=O)c3cc(C)[nH]n3)C2)c1 (stereo unspecified) | 14 | 0
O=C1C2C3CCC(C3)C2C(=O)N1c1ccc(OS(=O)(=O)c2ccccc2)cc1 (stereo unspecified) | -16 | -23
CCOC(=O)C1(Cc2ccc(Cl)cc2)CCN(C(=O)C2=NNC(=O)CC2)CC1 | 5 | -2
N/C(Cc1ccc([N+](=O)[O-])cc1)=N\OC(=O)c1ccco1 | -6 | -7
O=C(CSc1cccc[n+]1[O-])NCCCc1ccccc1 | -15 | 11
CN1/C(=C\C(=O)COC(=O)c2ccccc2O)C(C)(C)c2ccccc21 | -21 | 0
COc1cc(C)c(S(=O)(=O)Nc2ccccc2F)cc1C | -12 | -8
Cc1ccc(CC(=O)N2CC(C)OC(C)C2)cc1 (stereo unspecified) | -10 | 6
CSc1nc(-c2ccco2)nn1C(=O)c1ccc(C)cc1 | -5 | -14
CCN(CC)C(=O)[C@H]1C[C@H](CC(=O)NCCc2ccccn2)C(=O)N2CCc3c([nH]c4ccc(Cl)cc34)[C@]12C | -1 | 5
CC(=O)C1C(c2ccc(C)cc2)c2c(n[nH]c2C)CC1(C)O (stereo unspecified) | 0 | -1
CCc1cccc(C)c1NC(=O)CN1CCN(S(=O)(=O)c2ccc(C(C)(C)C)cc2)CC1 | -9 | -4
O=C(OCn1nnc2ccccc2c1=O)c1cc2ccccc2o1 | 0 | -7
COc1ccccc1CNC(=O)CNC(=O)c1ccc(Br)o1 | 11 | 0
C[C@H](O)[C@@H]1C(=O)N2CCc3c([nH]c4ccccc34)[C@@H]2C[C@@H]1N(C)C(=O)Nc1cc(Cl)cc(Cl)c1 | 29 | -22
COCCNC(=O)C(c1ccco1)N(C(=O)Cn1nnc2ccccc21)c1cc(C)ccc1C (stereo unspecified) | -5 | -1
CC(Sc1nc(-c2ccccc2)cc(C(F)(F)F)n1)C(=O)N1CCOCC1 (stereo unspecified) | 12 | -5
C=CCN1CCN(Cc2cnc(Cl)s2)CC1 | -5 | 16
CCOc1ccc(C2C(C#N)=C(N)SC(N)=C2C#N)c(OCC)c1 | 10 | -12
CNC(=S)Nc1cc(OC)c(NC(=O)c2ccco2)cc1OC | 11 | 2
CN(C)C(=O)C1CC(=O)OC12CCCCC2 (stereo unspecified) | 10 | -14
CC(C)(C)NC(=O)C(=O)N/N=C/c1ccc(Br)cc1 | 11 | 6
O=C(NC1CCCCC1)c1cccc2c(-c3ccc(F)c(F)c3)coc12 | -42 | 2

Further entries follow:
Values in the order: H9c2 TAG inh | H9c2 TAG inh DAPI viability
CCC(=O)Nc1cc(-c2nnc(OC)c3ccccc23)ccc1N1CCOCC1
    3 | -8
CCOc1ccccc1OCC(=O)Nc1nc2ccccc2[nH]1
    8 | 5
Cc1ccc(S(=O)(=O)N2CCN(C(=O)CSc3nc4ccccc4c(=O)[nH]3)CC2)c(C)c1
    24 | -7
COCc1ccc(C(=O)N2CCCC(Nc3ccc(C(C)C)cc3)C2)o1 (stereo unspecified)
    15 | -1
CCc1nc2ccc(C(=O)NCCCn3ccnc3)cn2c1N(CC)Cc1cccc(Br)c1
    -16 | 20
OCCCn1c(-c2ccccc2)n[nH]c1=S
    5 | -8
O=C(/C=C/c1ccc(OCCCF)cc1)Nc1ccnc(-c2ccncc2)n1
    9 | 1
COCC(C)n1c(SCC(=O)NC(=O)NCc2ccccc2)nc2ccccc2c1=O (stereo unspecified)
    3 | -11
CC(Sc1ncn[nH]1)C(=O)c1c(N)n(C)c(=O)n(C)c1=O (stereo unspecified)
    -5 | 0
COC(=O)[C@H](Cc1ccccc1)NC(=O)[C@@H]1C[C@H]1[C@@H](NC(=O)OCc1ccccc1)c1ccccc1
    -21 | 5
CCN(CC)CCCN1C=C2C(=O)C(C)(OC(=O)CCC(=O)OC)C(=O)C=C2C=C1C1CC1 (stereo unspecified)
    15 | -2
O=C(CNc1ccccc1)NNC1=NCCC1
    5 | -1
O=C(NCCc1nc2ccccc2[nH]1)C1CCC(=O)N(CCc2cccc(F)c2)C1 (stereo unspecified)
    4 | -4
CCOC(=O)COn1c(-c2cccc(Cl)c2)nc2ccc([N+](=O)[O-])cc21
    -5 | 21
COc1ccc(CN=C2NC(=O)CC(C(=O)Nc3ccccc3C)S2)cc1 (stereo unspecified)
    5 | -9
CC(C)(C)OC(=O)N1CCC[C@H]1C(=O)NCc1ccc(Cl)cc1Cl
    -28 | 1
CCCNC(=O)C1(C)CCCN(C(=O)COCc2ccccc2)C1 (stereo unspecified)
    -4 | -1
CCc1ccc(C(C)NC(=O)c2cccs2)cc1 (stereo unspecified)
    -21 | 24
COc1cccc(O[C@@H]2O[C@@H]3COC(C)(C)O[C@H]3[C@H](O)[C@H]2NC(C)=O)c1
    15 | 2
Cn1c(=O)c2c(nc(N/N=C/c3cccs3)n2C)n(C)c1=O
    17 | -5
CC1CC(C)CN(C(=O)/C(=C\c2ccccc2)c2ccccc2)C1 (stereo unspecified)
    -9 | -1
C=CCNC(=O)C1CCN(C(=O)c2ccc(-c3ccccc3)cc2)CC1
    6 | -7
COc1cccc(NC(=O)CN(C)CC(=O)c2c(C)[nH]c3ccccc23)c1
    -4 | -6
COc1cccc(-c2nnc(NC(C)=O)o2)c1
    -5 | 5
CCNC(=O)NC(=O)C(C)Oc1ccc(C(=O)OC)cc1 (stereo unspecified)
    8 | 0
COC(=O)C1=C(C)NC(C)=C(C(=O)OC)C1C(=O)OCCN1C(=O)c2ccccc2C1=O
    -1 | 10
CCc1ccc2c(c1)NC(=O)C2(C)Cc1ccc(Cl)cc1 (stereo unspecified)
    -11 | 8
O=c1[nH]c(CO)nc2c1oc1ccccc12
    3 | 0
O=C(Nc1cccc(C(F)(F)F)c1)C1CCCCC1
    0 | 3
COc1ccc(NS(=O)(=O)c2cccc(C(=O)NNC(=O)CNC(=O)c3cccc(C)c3)c2)cc1
    0 | 2

The final 3 records of the section before are carried over, then new ones follow:
Values in the order: H9c2 TAG inh | H9c2 TAG inh DAPI viability
O=c1[nH]c(CO)nc2c1oc1ccccc12
    3 | 0
O=C(Nc1cccc(C(F)(F)F)c1)C1CCCCC1
    0 | 3
COc1ccc(NS(=O)(=O)c2cccc(C(=O)NNC(=O)CNC(=O)c3cccc(C)c3)c2)cc1
    0 | 2
COc1ccccc1CNC(=O)CN1C(=O)NC2(CCCC2)C1=O
    2 | -4
O=C(Cc1ccc([N+](=O)[O-])cc1)N/N=C/c1ccccc1F
    -3 | 2
COc1ccc(Cn2ccnc2SCC(=O)NC2CCCCC2)cc1
    -24 | -4
O=S(=O)(Nc1ccccc1N1CCCCC1)c1ccc(F)cc1F
    -6 | -6
COc1cccc(CNC(=O)CCNS(=O)(=O)c2cccc3nsnc23)c1
    0 | -19
CCOC(=O)C1(CCc2ccccc2)CCN(C(=O)C(C)n2cncn2)CC1 (stereo unspecified)
    2 | 0
O=C(C=C1SCCS1)/C=C/c1ccco1
    -4 | 0
COc1ccc(C=NNC(=S)NC23CC4CC(CC(C4)C2)C3)cc1OC
    5 | -2
CCCc1c(C)nc(N2CCN(c3ccccc3OC)CC2)[nH]c1=O
    17 | -8
Cc1ccc(CN(C)C(=O)c2cccc(S(=O)(=O)N3CCN(Cc4ccccc4)CC3)c2)o1
    -17 | -4
O=C(COc1ccc(Cl)cc1)N/N=C/c1cccc2cccnc12
    -3 | -13
CCS(=O)(=O)N1CCCC(C(=O)NCCN(C)Cc2ccccc2)C1 (stereo unspecified)
    -9 | 2
CCOC(=O)C1CCN(C(=O)COc2ccc(Br)cc2Br)CC1
    15 | -26
CCC12CN3CC(CC)(CN(C1)C3c1ccccc1Cl)C2O (stereo unspecified)
    24 | -2
C[C@H](CO)N1C[C@H](C)[C@@H](CN(C)C(=O)Nc2ccc(C(F)(F)F)cc2)Oc2ccc(NS(=O)(=O)c3ccccc3)cc2C1=O
    3 | -2
O=C(CN1C(=O)NC2(CCCC2)C1=O)N1CCN(S(=O)(=O)c2ccccc2)CC1
    -10 | 6
Cc1cc(C)n(Cc2ccccc2F)c(=O)c1C#N
    4 | -6
c1ccc(-c2cc3nc(NCc4cccs4)ccn3n2)cc1
    -12 | 21
O=C(c1ccc(F)cc1)N1CCN2C(=O)c3ccccc3C12c1ccc(Cl)cc1 (stereo unspecified)
    -24 | 1
COCCN(C(=O)COC(=O)CCOc1ccccc1C)c1c(N)n(Cc2ccccc2)c(=O)[nH]c1=O
    -4 | 1
COc1ccc(NC(=O)C(C)Sc2nnc(C3CC3)n2C2CC2)cc1 (stereo unspecified)
    -4 | 10
Clc1ccc(-n2nnnc2CN2CCOCC2)cc1
    -12 | -5
Cc1cccn2c(=O)nc(SCC(=O)c3ccccc3)nc12
    -7 | 5
O=C(Nc1cccc([N+](=O)[O-])c1)Nn1cnnc1
    -5 | -8
O=C(CCC(=O)N1CCOc2ccccc21)NCc1ccccn1
    -2 | 10
CC1CN(C(=O)c2cccc(Oc3ccccc3)c2)CC(C)O1 (stereo unspecified)
    13 | -10
CC1(C(=O)NS(=O)(=O)c2cccc(C#N)c2)CCN1C(=O)C/C=C/c1ccccc1 (stereo unspecified)
    2 | -6

4 entries from above, as labelled records:
CCCc1c(C)nc(N2CCN(c3ccccc3OC)CC2)[nH]c1=O
  H9c2 TAG inh = 17
  H9c2 TAG inh DAPI viability = -8
COc1ccc(C=NNC(=S)NC23CC4CC(CC(C4)C2)C3)cc1OC
  H9c2 TAG inh = 5
  H9c2 TAG inh DAPI viability = -2
COc1ccc(Cn2ccnc2SCC(=O)NC2CCCCC2)cc1
  H9c2 TAG inh = -24
  H9c2 TAG inh DAPI viability = -4
O=C(C=C1SCCS1)/C=C/c1ccco1
  H9c2 TAG inh = -4
  H9c2 TAG inh DAPI viability = 0

An excerpt of these results, field by field.
SMILES: COc1ccc(C=NNC(=S)NC23CC4CC(CC(C4)C2)C3)cc1OC
- H9c2 TAG inh = 5
- H9c2 TAG inh DAPI viability = -2
SMILES: CCCc1c(C)nc(N2CCN(c3ccccc3OC)CC2)[nH]c1=O
- H9c2 TAG inh = 17
- H9c2 TAG inh DAPI viability = -8
